BRCA1 expr act: BRCA1 expression activation; MCF7-BRCA1-FFLuc reporter, luminescence, 48 h; response scale: scaled: vehicle 0%, 10 µM genistein 100%; Potency, µM (doses to about 46.1 µM), for inactives: at the highest dose activation, hits mostly activators; hit rate 1.1% among 380,000; AID 624202; also: potency is read from the fitted curve at half-maximal effect; nearly all actives have a fitted effect of over 80% in size; some results filed as inactive show a strong effect at the top dose
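48 h compound treatment of MCF7-BRCA1-FFLuc cells (phenol-red free MEM, 37 °C), then 15 min with luciferase substrate and luminescence imaging.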
B2AR arrestin: recruits beta-arrestin to the human beta2-adrenergic receptor; P07550; beta-arrestin recruitment to beta2AR, cell-based reporter; Potency, µM (titrated, usually from 46.1 µM), for the others: top-dose activation, actives largely listed as activators; hit rate 0.02% among 330,000;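 also: potency is read from the fitted curve at half-maximal effect; 0% = DMSO controls and full agonism = EC100 isoproterenol or metaproterenol; nearly all actives have a fitted effect of over 65% in size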
Target sequence (P07550 whole entry, looked up): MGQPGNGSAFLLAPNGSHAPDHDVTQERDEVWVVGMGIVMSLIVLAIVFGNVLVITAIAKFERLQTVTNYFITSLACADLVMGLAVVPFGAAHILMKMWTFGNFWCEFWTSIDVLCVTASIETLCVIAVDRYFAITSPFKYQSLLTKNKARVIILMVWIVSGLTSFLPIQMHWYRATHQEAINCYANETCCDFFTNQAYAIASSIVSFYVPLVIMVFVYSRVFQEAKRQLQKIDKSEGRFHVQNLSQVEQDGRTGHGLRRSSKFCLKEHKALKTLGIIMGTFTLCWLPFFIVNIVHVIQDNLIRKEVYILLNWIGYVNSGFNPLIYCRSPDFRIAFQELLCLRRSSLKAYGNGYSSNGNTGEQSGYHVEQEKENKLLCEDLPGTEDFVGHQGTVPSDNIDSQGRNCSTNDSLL
PTAP TSG101 blk: blocks PTAP/TSG101 interaction to inhibit HIV-1 budding; Fluorescence polarization, FITC-PTAP peptide / Tsg101 binding; 340,000 tested, under 10 active; Q99816; Potency, µM (top dose mostly 115 µM), for the others: at the top dose activity change, negative = inhibition, actives largely listed as inhibitors; active = well fitted inhibition curve with a large enough effect in the main read-out, with a control signal flat, not every such curve was filed as active; inconclusive = small, poorly fitted or top-dose-only effect, or effect the other way, or a change in a side signal; inactive = no such curve, though single readings can be large or run the other way; also: potency is read from the fitted curve at half-maximal effect; % of control where 0% means no effect
Target sequence (Q99816 whole entry, looked up): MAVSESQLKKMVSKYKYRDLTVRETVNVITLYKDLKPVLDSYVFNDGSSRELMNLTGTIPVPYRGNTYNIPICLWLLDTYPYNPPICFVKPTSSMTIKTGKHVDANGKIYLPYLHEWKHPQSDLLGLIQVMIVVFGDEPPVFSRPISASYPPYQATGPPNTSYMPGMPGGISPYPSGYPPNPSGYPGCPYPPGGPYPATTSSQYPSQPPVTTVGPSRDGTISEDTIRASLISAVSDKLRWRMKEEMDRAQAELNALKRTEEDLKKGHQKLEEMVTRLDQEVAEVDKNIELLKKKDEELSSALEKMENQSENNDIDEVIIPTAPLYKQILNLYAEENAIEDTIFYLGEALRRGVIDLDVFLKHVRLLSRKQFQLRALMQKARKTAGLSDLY
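Compounds were pin-transferred onto Tsg101 binding domain (10 uM final) in HEPES pH 7.5 buffer, then FITC-PTAP peptide was added at 50 nM final. After 20 min at RT, polarization reported peptide displacement across a qHTS concentration series.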
p53 reactivator: restores transcriptional activity of mutant p53 | H1299 p53-A138V BP100-luciferase reporter, luminescence, 24 h | Potency, µM (top dose mostly 92.2 µM), inactives show at the top dose activity change, positive = activation, hits mostly activators | hit rate 0.063% among 320,000 | AID 504706; also: potency is read from the fitted curve at half-maximal effect; % of control where 0% means no effect; nearly all actives have a fitted effect of over 45% in size
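p53-null H1299 cells stably carrying temperature-sensitive p53-A138V and a BP100-luciferase reporter were pinned with compounds (4-point, 1:5 series) and held 24 hrs at 37 deg C. Luminescence was read 10 min after detection reagent.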
TCR act: T cell receptor activation; primary human leukocytes, anti-CD3, IL-2 HTRF, 48 h; Potency, µM (highest dose often 9.22 µM), for inactives: at the top dose activation of IL-2 secretion, most hits filed as activators; 330,000 tested, under 10 active; AID 504894; also: % of control where 0% means no effect
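Readout: HTRF IL-2, Eu-cryptate/d2 antibody pair, 320nm excitation, 665nm emission. Stimulus: a-CD3 beads, no co-stimulation. Cells: primary human leukocytes. Exposure: 48 hr with compound.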
ELG1 repair inh: inhibitors of ELG1-dependent DNA repair in HEK293T cells | HEK293T ELG1-luciferase reporter, luminescence, 16 h; DNA damage induced by 5-fluorouridine | Potency, µM (doses to about 46.1 µM), without a hit: top-dose activity change, negative = inhibition, most hits filed as inhibitors | hit rate 2.3% among 330,000; also: potency is read from the fitted curve at half-maximal effect; % is scaled to controls: 0 for no effect and ±100 for the full control effect; nearly all actives have a fitted effect of over 55% in size
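DMSO vehicle served as the neutral condition. Each well held 2,000 cells given 5-fluorouridine plus compound; after 16 hr at 37 °C/5% CO2, ONE-Glo was added and luciferase measured 30 min later.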
CXXC DNA block: inhibitors of human MLL CXXC domain-DNA interaction; MLL-CXXC / FITC-HOXA9 DNA fluorescence polarization; Potency, µM (titrated, usually from 115 µM), for inactives: top-dose activity change, negative = inhibition, actives largely listed as inhibitors; hit rate 0.037% among 290,000; active = well fitted inhibition curve with a large enough effect in the polarisation, with a control signal flat, not every such curve was filed as active; inconclusive = small, poorly fitted or top-dose-only effect, or effect the other way, or a change in a side signal; inactive = no such curve, though single readings can be large or run the other way; the % refers to the polarisation; also: potency is read from the fitted curve at half-maximal effect
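Fluorescence polarization: 7 uM MLL-CXXC (stock) preincubated 5 min with compounds, then 50 nM fluorescein-HOX-A9 DNA (stock) added; 30 min ambient. Buffer 50 mM Tris-HCl pH 7.5, 50 mM NaCl, 1 mM DTT, 0.05% BSA.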
a7 integrin act: activators of alpha7 integrin expression for muscular dystrophy; alpha7betagal myoblasts, beta-gal FDG fluorescence, 48 h; Potency, µM (series often up to 38.3 µM), for the others: at the highest dose activation, most hits filed as activators; hit rate 0.064% among 350,000;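 also: potency is read from the fitted curve at half-maximal effect; 100% = response of the positive control SU9516; nearly all actives have a fitted effect of over 60% in size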
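Alpha7betagal+/- myoblasts (passage 13) were plated 16-24 hr, then exposed to compounds (1:260 dilution of DMSO stock) for 48 hours at 37C. After MPER lysis, β-galactosidase reporter activity was read as FDG fluorescence (ex 480/em 540) after 30 minutes.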
A-T KAP1 phos: potential ataxia-telangiectasia treatments restoring KAP-1 phosphorylation | AID 485349 | hit rate 0.19% among 320,000 | Potency, µM (titrated, usually from 57.5 µM), for the others: at the highest dose activation, actives largely listed as activators | […] A-T fibroblasts, KAP-1 phosphorylation AlphaLISA; neocarzinostatin DNA damage 30 min before lysis; also: potency is read from the fitted curve at half-maximal effect; % of control where 0% means no effect; nearly all actives have a fitted effect of over 45% in size
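ATM-like activity read as KAP-1 phosphorylation via AlphaLISA donor/acceptor antibody pairs after lysis and 6 hr at 25C. Cells were ATM-null patient fibroblasts ([…], hTERT), dosed 60 min, then exposed to the DSB inducer NCS for 30 min.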
TRPV1 ag: activates the human vanilloid receptor TRPV1; activation, % at 8.33 µM; Q8NER1; TRPV1-expressing cells, Fluo-8 calcium influx, agonist mode; hit rate 0.19% among 320,000; in the data active = activation above about 80%; inconclusive = between about 30% and that limit; also: 0% is about no effect
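Cells expressing TRPV1 were dye-loaded with Fluo-8 and read kinetically: 10 s baseline, 3 min after compound (agonist portion), then 2 min after EC20 capsaicin (allosteric enhancer portion). Calcium-bound dye fluorescence at 480/520 nm.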
* hit, by the source's call; [ ] = dose if it differs, or a comment. Unless noted, calls follow the shape of the dose curve; as a rule, active = well fitted curve in the direction sought with a large enough effect; inconclusive = small, poorly fitted or top-dose-only effect, or another doubt; inactive = no such curve, though single readings can be large; an effect the other way counts as inactive or inconclusive.

Results for O=C(CCC(=O)OCC(=O)c1ccc(F)cc1)NC1CCCCC1 ?
BRCA1 expr act: 0%; B2AR arrestin: -0.2%; PTAP TSG101 blk: 5%; p53 reactivator: 2%; TCR act: -3%; ELG1 repair inh: -12%; CXXC DNA block: 10%; a7 integrin act: 17%; A-T KAP1 phos: 0%; TRPV1 ag: 5

What do the screens show for `O=C(COc1ccc(C(=O)c2ccccc2)cc1)NCC(=O)Nc1ccccc1Br`?
BRCA1 expr act: 27%; B2AR arrestin: -0.1%; PTAP TSG101 blk: -5%; p53 reactivator: -14%; TCR act: -2%[46.1 µM]; ELG1 repair inh: inconclusive; CXXC DNA block: 12%; a7 integrin act: 10%; A-T KAP1 phos: 13%; TRPV1 ag: -2

What do the screens show for `O=C(NCc1cc(C(F)(F)F)cc(C(F)(F)F)c1)C1CC(c2ccccc2[N+](=O)[O-])=NO1` (centres undefined)?
BRCA1 expr act: -7%; B2AR arrestin: 0.2%; PTAP TSG101 blk: -4%; p53 reactivator: -7%; TCR act: 1%; ELG1 repair inh: -2%; CXXC DNA block: -2%; a7 integrin act: -11%; A-T KAP1 phos: 7%; TRPV1 ag: 10

What do the screens show for `O=S(=O)(c1ccc2c(c1)OCCO2)N1CCN(S(=O)(=O)c2ccco2)CC1`?
BRCA1 expr act: 1%; B2AR arrestin: 0.0%; PTAP TSG101 blk: -5%; p53 reactivator: 3%; TCR act: 5%; ELG1 repair inh: 0%; A-T KAP1 phos: 10%

Results for COCC1CCN(C(=O)c2cc(COc3cccc4cnccc34)on2)CC1 ?
BRCA1 expr act: 4%; B2AR arrestin: -0.3%; PTAP TSG101 blk: -3%; p53 reactivator: -7%; TCR act: 2%; ELG1 repair inh: -18%; CXXC DNA block: 17%; a7 integrin act: -9%; A-T KAP1 phos: 9%; TRPV1 ag: 7

How did Cn1c(-c2ccccc2)cnc1SCC(=O)NCc1ccco1 do in these assays?
BRCA1 expr act: -2%; B2AR arrestin: 0.1%; PTAP TSG101 blk: 0%; p53 reactivator: 12%; TCR act: 5%; ELG1 repair inh: 1%; CXXC DNA block: 11%; a7 integrin act: -4%; A-T KAP1 phos: -8%; TRPV1 ag: 3

How did Cc1cnc(C(=O)OCC(=O)NCc2ccccc2)cn1 do in these assays?
BRCA1 expr act: 4%; B2AR arrestin: 0.1%; PTAP TSG101 blk: -1%; p53 reactivator: 1%; TCR act: -9%; ELG1 repair inh: 19%; CXXC DNA block: 0%; a7 integrin act: 5%; A-T KAP1 phos: 9%; TRPV1 ag: 1

What do the screens show for `CCN1C(=O)[C@@H]2[C@@H](c3ccc(-c4ccc(Cl)c(Cl)c4)c(OC)c3)N3CCC[C@@]3(C(=O)OC)[C@@H]2C1=O`?
BRCA1 expr act: -40%; B2AR arrestin: 0.4%; PTAP TSG101 blk: -1%; p53 reactivator: -6%; TCR act: -15%; ELG1 repair inh: inconclusive; a7 integrin act: 0%; A-T KAP1 phos: 5%; TRPV1 ag: inconclusive

Results for O=C1N(c2ccccc2)CCN1c1ccccc1 ?
BRCA1 expr act: inconclusive; B2AR arrestin: -0.5%; PTAP TSG101 blk: -5%; p53 reactivator: inconclusive; TCR act: -2%; ELG1 repair inh: inconclusive; CXXC DNA block: 7%; a7 integrin act: inconclusive; A-T KAP1 phos: 7%; TRPV1 ag: 2

How did C=CCN1C(=O)C(CC(=O)NCC)SC1=Nc1ccccc1OC (centres undefined) do in these assays?
BRCA1 expr act: -12%; B2AR arrestin: 0.5%; PTAP TSG101 blk: 0%; TCR act: 1%; ELG1 repair inh: inconclusive; CXXC DNA block: 0%; a7 integrin act: -6%; A-T KAP1 phos: 2%; TRPV1 ag: 3

Results for Cc1ccc2sc(-c3ccc(NC(=O)c4cc(-n5cnnc5)ccc4Cl)cc3)nc2c1 ?
BRCA1 expr act: 28%; B2AR arrestin: -0.5%; PTAP TSG101 blk: -3%; p53 reactivator: 23%; ELG1 repair inh: inconclusive; CXXC DNA block: 1%; a7 integrin act: 5%[7.66 µM]; A-T KAP1 phos: 1%; TRPV1 ag: 3

What do the screens show for `CCOC(=O)CC(=O)CSc1n[nH]c(=O)[nH]c1=O`?
BRCA1 expr act: 7%; B2AR arrestin: -0.7%; PTAP TSG101 blk: 0%; p53 reactivator: -2%; TCR act: -1%; ELG1 repair inh: inconclusive; CXXC DNA block: 5%; a7 integrin act: 24%; A-T KAP1 phos: 3%; TRPV1 ag: -5

How did CCCc1ccc2oc(C(=O)NCCN3CCCC(C(N)=O)C3)c(C)c2c1 (centres undefined) do in these assays?
BRCA1 expr act: -6%; B2AR arrestin: 0.6%; PTAP TSG101 blk: -5%; p53 reactivator: 18%; TCR act: -27%; ELG1 repair inh: 1%; CXXC DNA block: 23%; a7 integrin act: -63%[inhibitor]; A-T KAP1 phos: 13%; TRPV1 ag: inconclusive

Results for Cc1ccc(NC(=O)C2Cc3ccccc3C(=O)O2)cc1 (centres undefined) ?
BRCA1 expr act: 4µM*; B2AR arrestin: 0.1%; PTAP TSG101 blk: -10%; p53 reactivator: 24%; TCR act: 0%; ELG1 repair inh: inconclusive; CXXC DNA block: -5%; a7 integrin act: 17%; A-T KAP1 phos: 0%; TRPV1 ag: inconclusive

What do the screens show for `C=C(C)c1cccc(C(C)(C)NC(=O)N2CCN(c3ccccc3OC)CC2)c1`?
BRCA1 expr act: -15%; B2AR arrestin: 0.6%; PTAP TSG101 blk: -2%; p53 reactivator: 0%; TCR act: -1%[46.1 µM]; ELG1 repair inh: -18%; CXXC DNA block: -1%; a7 integrin act: -15%; A-T KAP1 phos: 0%; TRPV1 ag: -3

Results for Cc1nc(SCc2c(F)cccc2Cl)n[nH]1 ?
BRCA1 expr act: 66%; B2AR arrestin: -0.2%; p53 reactivator: 11%; ELG1 repair inh: inconclusive; CXXC DNA block: -8%; a7 integrin act: -1%; A-T KAP1 phos: 0%; TRPV1 ag: 1

Results for COc1ccc(-c2cn3ccc4ccccc4c3n2)cc1 ?
BRCA1 expr act: inconclusive; B2AR arrestin: -0.9%; PTAP TSG101 blk: -4%; p53 reactivator: 28µM*; TCR act: 0%[46.1 µM]; ELG1 repair inh: inconclusive; CXXC DNA block: -7%; a7 integrin act: -1%; TRPV1 ag: 5

How did CC1CN(Cc2c(O)ccc3c2oc(=O)c2ccccc23)CC(C)O1 (centres undefined) do in these assays?
BRCA1 expr act: 3%; B2AR arrestin: 0.0%; PTAP TSG101 blk: -1%; p53 reactivator: 2%; TCR act: -11%; ELG1 repair inh: inconclusive; CXXC DNA block: -12%; a7 integrin act: -43%; A-T KAP1 phos: -2%; TRPV1 ag: 7

How did CCOc1cc(C(=O)Nc2ccc(N3CCN(S(C)(=O)=O)CC3)cc2)cc(OCC)c1OCC do in these assays?
BRCA1 expr act: 11%; B2AR arrestin: -0.3%; PTAP TSG101 blk: -5%; p53 reactivator: -4%; TCR act: 5%; ELG1 repair inh: 20%; CXXC DNA block: 10%; a7 integrin act: 16%; A-T KAP1 phos: 6%; TRPV1 ag: -3

What do the screens show for `COc1ccc(CC(=O)Nc2cccc(Cl)c2C)cc1S(=O)(=O)N1CCOCC1`?
BRCA1 expr act: 12%; B2AR arrestin: -1.4%; PTAP TSG101 blk: -2%; p53 reactivator: -7%; TCR act: 2%; a7 integrin act: -14%; A-T KAP1 phos: -4%; TRPV1 ag: 2

Results for FC(F)(F)c1ccc2c(c1)C1C=CCC1C(c1ccncc1)N2 (centres undefined) ?
BRCA1 expr act: -65%; B2AR arrestin: -0.3%; PTAP TSG101 blk: -3%; p53 reactivator: -1%; TCR act: 1%; ELG1 repair inh: inconclusive; CXXC DNA block: -8%; a7 integrin act: -12%; A-T KAP1 phos: 0%; TRPV1 ag: 6

A draw from above in order of length of the SMILES, largest number first.
What do the screens show for `O=C(COc1ccc(C(=O)c2ccccc2)cc1)NCC(=O)Nc1ccccc1Br`?
BRCA1 expr act: 27%; B2AR arrestin: -0.1%; PTAP TSG101 blk: -5%; p53 reactivator: -14%; TCR act: -2%[46.1 µM]; ELG1 repair inh: inconclusive; CXXC DNA block: 12%; a7 integrin act: 10%; A-T KAP1 phos: 13%; TRPV1 ag: -2

Results for Cc1ccc(NC(=O)C2Cc3ccccc3C(=O)O2)cc1 (centres undefined) ?
BRCA1 expr act: 4µM*; B2AR arrestin: 0.1%; PTAP TSG101 blk: -10%; p53 reactivator: 24%; TCR act: 0%; ELG1 repair inh: inconclusive; CXXC DNA block: -5%; a7 integrin act: 17%; A-T KAP1 phos: 0%; TRPV1 ag: inconclusive

Results for Cc1nc(SCc2c(F)cccc2Cl)n[nH]1 ?
BRCA1 expr act: 66%; B2AR arrestin: -0.2%; p53 reactivator: 11%; ELG1 repair inh: inconclusive; CXXC DNA block: -8%; a7 integrin act: -1%; A-T KAP1 phos: 0%; TRPV1 ag: 1

Screens as filed in PubChem BioAssay.
